Bioassay records as filed in PubChem.
CHO-K1 Ca PAM: nonselective calcium activators in parental CHO-K1 cells, primary screen, counter-screen for M1 PAM project, cell-based, Fluo-8 calcium fluorescence, full deck, 1536-well; ATP EC20; 0% at ATP EC20, 100% at ATP max; activation, % at 3 µM; 360,000 tested, 0.02% active; AID 602247, 2012;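 active = activation above the run cutoff, the mean activation of all test compounds plus 3 SD, cut at about 40% in these data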;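 also: peak over basal fluorescence ratio in a 140 s read after ATP addition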
CHO parental Ca: ATP-evoked calcium signal inhibitors, parental CHO, primary screen, counter-screen for OX1R antagonist project, cell-based, fluorescence, Fluo-8 calcium dye | parental CHO-K1, ATP-induced calcium, Fluo-8 fluorescence | inhibition, % at 5.6 µM | 330,000 tested, 0.63% active;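 active = inhibition above that plate's mean sample inhibition plus 3 SD, cut at about 26% in these data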;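 also: 0% = ATP-challenged DMSO wells and 100% = DMSO wells without ATP; some compounds past the cut are filed as inactive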
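Material: parental CHO cells / Compound: single nominal dose of 5.6 µM per compound / Signal: Fluo-8 fluorescence / Replicates: singlicate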
CHO-K1 Ca antag: M1 antagonist counterscreen hit in parental CHO-K1 cells; inhibition, % at 3 µM; ATP-induced calcium, Fluo-8 fluorescence; 360,000 tested, 0.6% active;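 active = inhibition above a per-plate cutoff, the plate's mean sample inhibition plus 3 SD, cut at about 24% in these data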;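 also: 0% = DMSO plus EC80 ATP and 100% = DMSO alone without ATP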
TAAR1 ag: human TAAR1 agonists, primary screen, Fluo-8 calcium fluorescence, CHO RD-HGA16 cells | 360,000 tested, 0.99% active | Trace amine-associated receptor 1 (Homo sapiens), Q96RJ0 | activation, % at 3 µM | vehicle wells 0%, saturating PEA agonist 100%;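 active = activation above the mean activation of all test compounds in the run plus 3 SD, cut at about 38% in these data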
Target sequence (Q96RJ0 whole entry, looked up): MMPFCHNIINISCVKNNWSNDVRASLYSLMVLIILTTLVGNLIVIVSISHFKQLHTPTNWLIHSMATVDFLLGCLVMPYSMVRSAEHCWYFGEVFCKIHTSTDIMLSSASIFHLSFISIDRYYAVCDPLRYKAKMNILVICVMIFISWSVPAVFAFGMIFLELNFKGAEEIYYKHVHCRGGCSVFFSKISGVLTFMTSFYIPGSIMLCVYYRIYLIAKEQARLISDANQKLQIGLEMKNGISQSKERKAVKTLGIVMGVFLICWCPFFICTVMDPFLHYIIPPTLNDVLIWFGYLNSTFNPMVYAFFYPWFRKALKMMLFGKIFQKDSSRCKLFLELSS
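System: CHO-derived RD-HGA16 cells with stable Gα16 and human TAAR1 / Times: 17-24 h plating, Fluo-8 75 min 37 °C, 30 min RT / Technique: calcium-sensitive Fluo-8 signal, excitation 470-495, emission 515-575 nm / Measure: % activation relative to PEA EC100 response / Benchmarks: DMSO and PEA EC100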
M1 ag parental: counter-screen for M1 agonists: effect in parental CHO-K1 cells; Fluo-8 calcium fluorescence; scaled to maximal ATP response, vehicle zero; activation, % at 3 µM; 360,000 tested, 0.48% active; AID 602248, 2012; in the data active = activation above about 15%;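 also: untransfected CHO-K1 host cells lacking M1 receptor as counterscreen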
TAAR1 antagonist: human TAAR1 antagonists, primary screen, Fluo-8 calcium fluorescence, CHO RD-HGA16 cells. antagonist. inhibition, % at 3 µM. 360,000 tested, 1.5% active;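 active = inhibition above a per-plate cutoff, the mean inhibition of test compounds on that plate plus 3 SD, cut at about 49% in these data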;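 also: 0% = DMSO plus EC80 beta-PEA response and 100% = DMSO alone without agonist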
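System: CHO RD-HGA16 cells bearing hTAAR1. Reagent: EC80 β-phenethylamine stimulus. Schedule: seeding 17-24 h prior, 75-min 37 °C, 30-min RT dye loading. Signal: Fluo-8 intracellular calcium dye fluorescence, real-time kinetic reads. Read-out: % inhibition from peak post-agonist over basal fluorescence ratio. Benchmarks: vehicle wells and EC80 agonist wells. Replicates: n of 1.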
CHRM1 PAM: human M1 muscarinic receptor positive allosteric modulators, primary screen, CHO-K1 cells, Fluo-8 calcium fluorescence, 1536-well; activation, % at 3 µM; AID 588819, 2011; Muscarinic acetylcholine receptor M1 (Homo sapiens), P11229; CHO-K1 hM1, ACh EC20; 0% = ACh EC20, 100% = maximal ACh; 360,000 tested, 0.088% active; in the data active = activation above about 19%, passing the limit was not always enough
Target sequence (P11229 whole entry, looked up): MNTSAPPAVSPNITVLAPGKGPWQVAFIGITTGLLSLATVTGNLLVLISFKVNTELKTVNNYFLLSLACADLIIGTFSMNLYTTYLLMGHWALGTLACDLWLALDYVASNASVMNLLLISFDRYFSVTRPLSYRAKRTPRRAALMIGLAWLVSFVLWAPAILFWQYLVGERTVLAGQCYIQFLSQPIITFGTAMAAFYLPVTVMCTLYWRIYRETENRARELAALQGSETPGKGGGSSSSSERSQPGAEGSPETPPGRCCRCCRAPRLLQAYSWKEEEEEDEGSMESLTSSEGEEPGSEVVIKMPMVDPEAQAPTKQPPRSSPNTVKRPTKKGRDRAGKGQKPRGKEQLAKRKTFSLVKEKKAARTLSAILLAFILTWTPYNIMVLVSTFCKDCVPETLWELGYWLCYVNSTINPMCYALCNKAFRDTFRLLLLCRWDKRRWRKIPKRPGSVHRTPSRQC
M1 ag: human M1 muscarinic receptor agonists, primary screen, Fluo-8 calcium fluorescence, CHO-K1 cells, HTS; Muscarinic acetylcholine receptor M1 (Homo sapiens), P11229; CHO-K1 hM1, agonist mode; 0% DMSO, 100% acetylcholine EC100; activation, % at 3 µM; 360,000 tested, 0.33% active; AID 588814, 2011;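 active = activation above the run's mean compound activation plus 3 SD, cut at about 16% in these data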;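 also: peak over basal fluorescence ratio within a 140 s kinetic read after compound addition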
CHRM1 antagonist: human M1 muscarinic receptor antagonists, primary screen, CHO-K1 cells, Fluo-8 calcium fluorescence, 1536-well; Muscarinic acetylcholine receptor M1 (Homo sapiens), P11229; CHO-K1 hM1, ACh EC80 antagonist; inhibition, % at 3 µM; 360,000 tested, 1.3% active;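 active = percent inhibition above its own plate's cutoff, namely the mean of that plate's compound wells plus 3 SD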;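 also: peak over basal fluorescence ratio during 140 s after agonist addition; 0% = ACh EC80 plus DMSO and 100% = DMSO alone without agonist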
Numbers without * were called inactive; · = not tested or not shown.

SMILES | CHO-K1 Ca PAM | CHO parental Ca | CHO-K1 Ca antag | TAAR1 ag | M1 ag parental | TAAR1 antagonist | CHRM1 PAM | M1 ag | CHRM1 antagonist
O=C(NCc1ccc2c(c1)OCO2)C1CC(=O)N(c2ccc(Cl)cc2)C1 (stereo unspecified) | 11.7 | -8.4 | -5.8 | 2.9 | 2.2 | -6.0 | 8.4 | -4.3 | -9.9
O=c1c2ccccc2nc(-c2ccc(F)cc2)n1NCc1ccccc1O | 11.9 | -14.0 | 1.2 | 0.0 | 1.4 | 8.8 | -5.0 | -5.1 | -1.2
CC(C)(C)NC(=S)N1CCC(C(=O)c2ccc(F)cc2)CC1 | -2.5 | -4.9 | 0.3 | 7.6 | 0.1 | -28.7 | -0.4 | -2.6 | 5.1
COC(=O)c1cc2ccccc2n1S(=O)(=O)c1ccccc1 | 9.5 | -18.9 | 1.8 | -0.9 | 0.2 | 10.8 | 6.7 | -3.7 | -2.3
Cc1c(Cl)ccc2c(C(=O)NCCN3CCCCC3)cc(-c3ccccn3)nc12 | -1.7 | -19.0 | -13.8 | 1.8 | 1.5 | -5.2 | 17.1 | -5.3 | -18.4
Cc1csc2ncc(C(=O)NC(C)c3ccccc3)c(=O)n12 (stereo unspecified) | 4.4 | -7.5 | 14.1 | 4.2 | 15.7* | -3.6 | -0.7 | 3.4 | 0.8
N=C(N)SCc1ncccc1O | 20.3 | -16.6 | -18.5 | · | 0.3 | · | 3.8 | 11.6 | -13.9
O=C1c2ccccc2C2=Nc3ccccc3SC(c3ccccc3F)C12 (stereo unspecified) | 1.4 | -19.6 | 1.9 | 12.8 | 1.1 | -12.8 | -12.8 | -3.9 | 12.2
CCOc1ccccc1CN1CCCC(C(=O)Nc2cccc(-n3cccn3)c2)C1 (stereo unspecified) | 20.1 | -5.7 | -7.0 | 12.4 | 10.5 | -0.9 | -22.4 | -1.9 | 71.0*
CCN(CC)C(=O)CN1C(=O)COCC1=O | 4.7 | -4.0 | -18.5 | -0.3 | -0.2 | 23.6 | 10.4 | 0.0 | -22.1
CCOC(=O)c1cc(-c2ccccc2)nn1-c1ccccn1 | 6.9 | -9.7 | -9.7 | 5.3 | 0.2 | -6.9 | 6.1 | -10.9 | -10.4
CC(c1ccccc1)N1C(=O)NC(NC(=O)c2cccnc2)(C(F)(F)F)C1=O (stereo unspecified) | 6.4 | -2.7 | -11.1 | 9.4 | -0.1 | -9.0 | 1.9 | -2.9 | 2.0
COC(=O)c1nccc2c1[nH]c1ccccc12 | 8.4 | -3.5 | 1.8 | -0.4 | 0.4 | -10.3 | 5.6 | -2.6 | -8.1
O=C(OCc1c(-c2ccccc2)ncc2ccccc12)N1CCOCC1 | 5.1 | -14.8 | -10.4 | 15.1 | 1.5 | -4.8 | 1.1 | -2.8 | 1.7
C=CCn1c(N)c(C(=O)Nc2cccc(C)c2)c2nc3ccccc3nc21 | 21.0 | -15.6 | -14.5 | -0.1 | 1.1 | 2.5 | 15.7 | 0.6 | -12.6
COc1ccc(C)cc1NC(=O)C(c1ccccc1)N1CCN(CC(=O)NC2CC2)CC1 (stereo unspecified) | -0.3 | · | -3.8 | -0.9 | -0.1 | -18.4 | 12.6 | 2.0 | -17.6
CCOC(=O)C1=C(Nc2ccc(Cl)cc2)OCC1=O | 24.1 | 2.8 | -11.4 | 7.8 | -0.3 | -53.3 | 14.8 | -1.8 | -8.7
CCCC(=O)Nc1ccc2c(c1)nc(CN1CCCC1)n2C | 15.9 | -7.4 | -4.6 | 11.7 | 0.3 | 7.7 | 5.2 | -5.4 | -18.0
Cc1occc1C(=O)N/N=C/C(Br)=C/c1ccccc1 | 10.3 | 16.4 | 7.1 | 8.2 | 5.8 | 19.3 | -4.2 | -1.3 | 7.1
O=C(CCCc1nc2ccccc2s1)N1CCN(c2ccccc2F)CC1 | 15.7 | -19.8 | -0.3 | 11.2 | 3.4 | -1.8 | 7.4 | -6.3 | -2.8
Cc1cc(C(=O)COC(=O)COc2ccccc2C#N)c(C)n1CC1CCCO1 (stereo unspecified) | 0.8 | -12.5 | -2.3 | 7.9 | 4.0 | 27.3 | -0.8 | -0.6 | 2.0
Cc1cnc(NC(=O)C(C)N2C(=O)C3CC=CCC3C2=O)s1 (stereo unspecified) | 18.8 | -2.3 | -4.3 | 2.0 | 0.3 | 6.4 | 5.1 | -3.8 | -13.4
Cc1ccc(NC(=S)Nc2ncccc2C)c(C)c1 | 14.7 | 9.6 | -7.5 | -3.2 | 0.8 | 11.4 | 5.0 | -7.3 | -3.1
CCOCCCNS(=O)(=O)c1ccc(Br)cc1 | -6.6 | -10.5 | 7.0 | 3.8 | -0.5 | -6.1 | 12.1 | -1.7 | -16.0
COCCNC(=O)[C@@]1(C)C=C[C@@H](Cc2ccccc2)N1C(=O)c1ccccc1 | 9.4 | -11.9 | -10.0 | 10.5 | -0.5 | -1.2 | 10.8 | -0.4 | -10.9
Going on with the list.
SMILES | CHO-K1 Ca PAM | CHO parental Ca | CHO-K1 Ca antag | TAAR1 ag | M1 ag parental | TAAR1 antagonist | CHRM1 PAM | M1 ag | CHRM1 antagonist
Cc1cccc(/C(N)=N/OC(=O)c2ccc(Cl)cc2Cl)c1 | 5.3 | -5.4 | 1.3 | 1.9 | 0.0 | 1.1 | 7.4 | -2.2 | -7.1
Cc1ccc(Cc2c(-c3ccco3)nc3c(C)cc(Br)cn23)cc1 | -3.5 | · | 7.5 | 17.5 | 0.8 | 30.1 | 1.1 | -1.4 | 6.9
Cc1c(C2Nc3ccccc3C(=O)N2O)cnn1C (stereo unspecified) | 1.4 | 0.3 | -8.4 | 4.1 | 0.0 | -4.5 | 0.5 | -2.3 | 5.1
CC1CN(C)C(C)C/C1=N/Oc1ccccc1[N+](=O)[O-] (stereo unspecified) | 18.3 | -2.3 | -21.1 | 4.3 | 0.5 | -2.1 | -16.1 | -5.9 | 41.9*
CN(C)/C=C/C(=O)c1ccc(OCCN(C)c2ccccn2)cc1 | -10.4 | -11.8 | 4.7 | -0.2 | 1.6 | 6.7 | -9.1 | -7.0 | 1.9
C=CCn1c(SCC(=O)N(C)C2CCCCC2)nnc1C1CC1 | 4.5 | -4.0 | -7.8 | 2.3 | 0.2 | -19.8 | 20.4 | -4.2 | 6.5
O=C(/C=C/c1cccc([N+](=O)[O-])c1)NCc1ccc2c(c1)OCO2 | 23.5 | -10.5 | -6.0 | -3.1 | 1.6 | -2.0 | 9.1 | -9.3 | -7.9
CCCc1cc(C(=O)Nc2cccc(Cl)c2C)no1 | -4.0 | -21.1 | -4.5 | -3.1 | -0.8 | -12.1 | -2.5 | -12.3 | -4.5
Cc1ccc(NS(=O)(=O)c2ccc(C(=O)NC3CCN(Cc4ccccc4)CC3)cc2)cc1 | 10.9 | -9.9 | 2.0 | 16.6 | 5.3 | 2.0 | -12.0 | 2.1 | 16.4
CCOC(=O)C1=C(c2ccccc2)Nc2c(c(=O)n(C)c(=O)n2C)C1c1ccc(O)c(OC)c1 (stereo unspecified) | 21.1 | -3.5 | -11.5 | 4.0 | 1.3 | -4.8 | 10.8 | -5.7 | -11.0
CCn1nnc(NC(=O)c2ccc(-c3ccccc3[N+](=O)[O-])o2)n1 | 13.9 | -2.7 | -2.9 | 2.4 | -0.1 | -0.1 | -1.6 | -2.8 | 3.0
CN1CCN(c2ccc(NC(=O)c3ccc(Oc4ccccc4)cc3)cc2)CC1 | -11.1 | -3.3 | -0.3 | 37.5* | 2.0 | 4.8 | -30.4 | -10.0 | 46.0*
Cc1ccc(S(=O)(=O)c2nc(NCCCn3ccnc3)sc2Cl)cc1 | 9.0 | -24.1 | -2.3 | 12.4 | 0.2 | -11.5 | -17.4 | -4.9 | 29.2*
Cc1nnc(-c2ccccc2)[nH]c1=O | 15.8 | 5.0 | -6.0 | 12.9 | 0.3 | 1.7 | 10.7 | -2.9 | -3.2
FC(F)(F)c1ccccc1-c1ccc2nncn2c1 | -12.0 | · | 9.6 | -0.8 | 0.0 | 1.4 | 0.9 | -0.6 | -5.3
CN1C(=O)c2cccc(NCCCCCCN3C(=O)c4ccccc4C3=O)c2C1=O | -8.3 | -15.8 | 13.0 | 8.5 | 0.3 | 13.5 | 8.8 | -2.8 | -3.0
CC(=O)N/C(=N/c1nc(C)cc(C)n1)Nc1cccc(C)c1 | -3.0 | -10.7 | -12.0 | 1.4 | 0.6 | -4.1 | 1.5 | -7.5 | -5.1
CC(C)(C)S(=O)(=O)N1Cc2cc(=O)n(Cc3ccccc3)c(CCO)c2[C@H]1CCO | 19.7 | · | -8.4 | 0.8 | 0.4 | 14.7 | 15.9 | -0.8 | -18.7
CC(C)CCSc1nc(N)c(C#N)cc1C#N | 18.8 | -18.3 | -39.0 | 8.2 | 1.1 | 17.7 | -9.3 | -10.1 | 10.2
CCCc1cc(=O)[nH]c(SCC(=O)Nc2nc(-c3ccccc3)cs2)n1 | 7.1 | -7.1 | 0.4 | 1.0 | 4.6 | -1.7 | 7.3 | -5.4 | 5.7
COc1ccc(N(C(=O)c2cccnc2)S(=O)(=O)c2ccc(F)cc2)cc1 | 9.9 | -10.2 | -6.3 | 0.2 | 0.8 | -6.0 | 0.2 | -2.0 | -6.3
O=C1Nc2ccc([N+](=O)[O-])cc2C1(O)N1CCCCC1 (stereo unspecified) | 18.3 | -0.1 | -20.1 | 5.2 | 0.9 | -4.0 | 8.3 | -2.5 | -12.7
O=C(c1cccc(S(=O)(=O)N2CCN(c3ccc(F)cc3)CC2)c1)N1CCCC1 | 24.7 | -4.8 | -16.9 | 1.2 | 2.1 | -5.9 | 7.9 | -6.0 | -22.2
CC(C)c1ccc(Nc2nc(Cl)nc(Cl)n2)cc1 | -18.6 | 5.1 | 7.0 | 10.2 | -0.5 | -4.5 | 18.4 | 4.1 | -7.1
COC(=O)C(CC(C)C)NC(=O)c1ccc(F)cc1 (stereo unspecified) | -6.6 | 0.7 | -13.7 | 19.9 | 0.1 | -9.1 | 0.7 | -1.6 | -7.4

3 compounds already listed, sorted by the value under CHRM1 PAM, highest first.
| SMILES | CHRM1 PAM |
| --- | --- |
| Cc1cccc(/C(N)=N/OC(=O)c2ccc(Cl)cc2Cl)c1 | 7.4 |
| CCn1nnc(NC(=O)c2ccc(-c3ccccc3[N+](=O)[O-])o2)n1 | -1.6 |
| CN1CCN(c2ccc(NC(=O)c3ccc(Oc4ccccc4)cc3)cc2)CC1 | -30.4 |
